# Screening data: PubChem, National Center for Advancing Translational Sciences (NCATS)
# TRHR enhancer – qHTS for Small Molecule Agonists and Allosteric Enhancers of Human TRH Receptor: Primary Screen for Enhancers. TRHR cells, fluo-8 calcium fluorescence, EC20 TRH enhancement. 360,000 compounds, 0.66% hits. enhancement, % at 2 µM. Thyrotropin-releasing hormone receptor (Homo sapiens), P34981; in the data active = enhancement above about 30%; also: 0% is about no effect
# Target sequence (P34981 whole entry, looked up): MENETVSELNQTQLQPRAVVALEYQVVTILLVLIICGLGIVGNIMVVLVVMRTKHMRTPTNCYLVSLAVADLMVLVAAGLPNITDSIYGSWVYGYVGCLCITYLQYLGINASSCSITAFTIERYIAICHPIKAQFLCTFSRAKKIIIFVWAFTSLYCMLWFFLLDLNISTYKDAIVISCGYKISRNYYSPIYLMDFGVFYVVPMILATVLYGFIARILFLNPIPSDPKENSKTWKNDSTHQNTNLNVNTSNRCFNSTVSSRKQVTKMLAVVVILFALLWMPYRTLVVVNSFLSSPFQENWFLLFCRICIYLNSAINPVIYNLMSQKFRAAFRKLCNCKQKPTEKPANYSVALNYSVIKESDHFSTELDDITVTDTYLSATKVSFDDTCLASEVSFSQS
#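 Enhancer read-out: after compound pinning and an initial kinetic agonist-mode read, an EC20 of TRH (10 nM final) was injected and fluo-8 calcium signal (Ex 480/Em 530) followed at 1 s/cycle for 100 cycles in TRHR-expressing cells.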
# USP1-UAF1 inh – Inhibitors of USP1/UAF1: Primary Screen; Ubiquitin carboxyl-terminal hydrolase 1 (Homo sapiens), O94782; 390,000 compounds, 0.23% hits; AID 743255, 2014; Potency, µM (series often up to 57.1 µM), without a hit: at the top dose activity change, negative = inhibition, most hits filed as inhibitors; recombinant USP1/UAF1, Ub-Rhodamine cleavage fluorescence; also: potency is read from the fitted curve at half-maximal effect; % is scaled to controls: 0 for no effect and ±100 for the full control effect; nearly all actives have a fitted effect of over 60% in size; inactives centre near -12
#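 1 nM enzyme complex + cpd, 15 min RT; start with Ub-Rho 150nM final; kinetic fluorescence ex 480/em 540, 6 reads q60 s. Buffer 50mM HEPES pH 7.8, 0.5mM EDTA, 0.1 mg/ml BSA, 1mM TCEP, 0.01% Tween-20.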
# IDH1 R132H inh – qHTS for Inhibitors of mutant isocitrate dehydrogenase 1 (IDH1): qHTS. Isocitrate dehydrogenase [NADP] cytoplasmic (Homo sapiens), O75874. IDH1-R132H enzyme, NADPH consumption, diaphorase/resazurin fluorescence. Potency, µM (series often up to 76.6 µM), inactives show at the highest dose activity change, negative = inhibition, usual class: inhibitors. 390,000 compounds, 0.093% hits; also: potency is read from the fitted curve at half-maximal effect; % is scaled to controls: 0 for no effect and ±100 for the full control effect; nearly all actives have a fitted effect of over 65% in size
# Target sequence (O75874 whole entry R132H, stated change not applied): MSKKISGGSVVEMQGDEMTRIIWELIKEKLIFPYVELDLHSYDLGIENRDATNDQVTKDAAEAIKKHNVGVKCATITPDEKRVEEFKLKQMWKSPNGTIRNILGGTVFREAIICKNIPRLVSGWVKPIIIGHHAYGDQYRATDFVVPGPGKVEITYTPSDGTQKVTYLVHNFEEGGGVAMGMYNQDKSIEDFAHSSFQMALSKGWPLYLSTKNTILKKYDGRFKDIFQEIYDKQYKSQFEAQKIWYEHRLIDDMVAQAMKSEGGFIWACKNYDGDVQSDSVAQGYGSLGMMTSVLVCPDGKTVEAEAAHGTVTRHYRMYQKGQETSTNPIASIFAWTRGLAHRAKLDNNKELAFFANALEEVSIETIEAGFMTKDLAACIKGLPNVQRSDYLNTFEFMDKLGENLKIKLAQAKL
#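 IDH1-R132H (0.5 ug/mL dispensed) in pH 7.5 Tris buffer was preincubated 30 min with compound, then given a substrate mix of 0.016 mM NADPH and 2 mM alpha-KG for 80 min at room temperature; remaining NADPH was read by diaphorase/resazurin fluorescence.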
# TRHR agonist – qHTS for Small Molecule Agonists and Allosteric Enhancers of Human TRH Receptor: Primary Screen for Agonists. TRHR cells, calcium flux fluo-8, FDSS agonist mode. Thyrotropin-releasing hormone receptor (Homo sapiens), P34981. 360,000 compounds, 0.18% hits. activation, % at 2 µM; in the data active = activation above about 30%; also: 0% is about no effect
#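 Steps: seed TRHR cells overnight; add fluo-8 no-wash Ca dye, RT 30 min–1.5 h; record 10 s baseline; pin-transfer compounds; monitor fluorescence 1 cycle/s for the agonist window. Calcium increases flag candidate agonists.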
# Pin1 inh – qHTS Assay to Find Inhibitors of Pin1 | 390,000 compounds, 0.009% hits | Peptidyl-prolyl cis-trans isomerase NIMA-interacting 1 (Homo sapiens), Q13526 | AID 504891, 2011 | Potency, µM (top dose mostly 115 µM), for the others: at the highest dose activity, negative = inhibition, most hits filed as inhibitors | Pin1 FP peptide displacement, HiFluor488, 10 min; active = well fitted inhibition curve with a large enough effect in the polarisation, with a control signal flat, not every such curve was filed as active; inconclusive = small, poorly fitted or top-dose-only effect, or effect the other way, or a change in a side signal; inactive = no such curve, though single readings can be large or run the other way; the % refers to the polarisation; also: potency is read from the fitted curve at half-maximal effect; % is scaled to controls: 0 for no effect and ±100 for the full control effect
# Target sequence (Q13526 whole entry, looked up): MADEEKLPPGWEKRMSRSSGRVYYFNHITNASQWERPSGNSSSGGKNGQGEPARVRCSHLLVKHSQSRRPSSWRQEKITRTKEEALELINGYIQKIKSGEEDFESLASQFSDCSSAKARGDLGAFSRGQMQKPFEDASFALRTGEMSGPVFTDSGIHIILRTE
# D2 agonist – HTS Assay for Allosteric Agonists of the Human D2 Dopamine Receptor: Primary Screen for Agonists; AID 485358, 2010; 340,000 compounds, 0.53% hits; activation, % at 2 µM; HEK293 T-REx D2 cells, calcium flux agonist mode;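 active = activation over 3 SD above normal in the single-dose calcium agonist read, cut at about 30% in these data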; also: 0% is about no effect
#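 Agonism is scored from calcium flux in a force-coupled, inducible HEK293 cell line expressing D2, read kinetically for 180 s after compound addition against dopamine controls.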
# rTrxR1 inhibitor – qHTS Assay for Inhibitors of Mammalian Selenoprotein Thioredoxin Reductase 1 (TrxR1): qHTS; recombinant rTrxR1, NADPH fluorescence consumption, selenite substrate; 390,000 compounds, 1% hits; Potency, µM (titrated, usually from 114 µM), inactives show top-dose activity change, negative = inhibition, usual class: inhibitors; AID 588453, 2011; also: potency is read from the fitted curve at half-maximal effect; % is scaled to controls: 0 for no effect and ±100 for the full control effect; nearly all actives have a fitted effect of over 65% in size
#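 Rat TrxR1 (90 nM in the dispensed reagent) was pre-reduced with 400 uM NADPH for 5 min at room temperature, then incubated with compound for 15 min. After 400 uM selenite was added, NADPH fluorescence (Ex 340/Em 450 nm) was followed for 8 min.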
# D2 antag – HTS Assay for Allosteric Antagonists of the Human D2 Dopamine Receptor: Primary Screen for Antagonists; AID 485344, 2010; D(2) dopamine receptor (Homo sapiens), P14416; HEK293 TREx D2 cells, calcium flux, dopamine EC80; 340,000 compounds, 2% hits; inhibition, % at 10 µM; in the data active = inhibition above about 30%; also: 0% is about no effect
#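 Inhibition of EC80 dopamine-driven calcium flux, recorded kinetically, defines activity here; cells are a tetracycline-induced HEK293 T-REx line expressing force-coupled D2.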
# TrxR1 substrate – qHTS Assay for Substrates of Mammalian Selenoprotein Thioredoxin Reductase 1 (TrxR1): qHTS | Thioredoxin reductase 1, cytoplasmic (Rattus norvegicus), O89049 | purified TrxR1 substrate turnover, NADPH consumption readout | Potency, µM (titrated, usually from 114 µM), for the others: at the highest dose activity change, negative = substrate turnover | 390,000 compounds, 0.01% hits | AID 588456, 2011; also: potency is read from the fitted curve at half-maximal effect; % is scaled to controls: 0 for no effect and ±100 for the full control effect; nearly all actives have a fitted effect of over 50% in size
#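 Rat TrxR1, dispensed at 90 nM, was prereduced with 400 uM NADPH (final) for 5 min at ~22 deg C, then incubated with compound 15 min before 400 uM selenite. A first-read NADPH fluorescence drop versus no-compound background flagged substrates.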
# * hit, by the source's call; ? = inconclusive; / = no result given; [ ] = dose if it differs, or a comment. Unless noted, calls follow the shape of the dose curve; as a rule, active = well fitted inhibition curve with a large enough effect; inconclusive = small, poorly fitted or top-dose-only effect; inactive = no such curve, though single readings can be large or run the other way. These rows are one share of the data. The share of hits here may be higher or lower than overall.
# Second line of a record – TRHR agonist	D2 antag	Pin1 inh	USP1-UAF1 inh	TrxR1 substrate	IDH1 R132H inh	rTrxR1 inhibitor	D2 agonist	TRHR enhancer
COc1ccccc1C(=O)NC(=O)Nc1nc(-c2ccccc2)cc(C(F)(F)F)n1
→ -0.1	-4	-3%	-19%	-2%	24%	19%	1.4	6
CC(C)[C@H](NC(=O)c1ccccc1F)C(=O)Nc1ccc2c(c1)OCO2
→ -0.7	-18	-1%	-12%	1%	-2%	20%	/	-2
CCN(C(=O)CSc1nc(-c2ccccc2)no1)c1cccc(C)c1
→ 0.6	/	2%	-16%	5%	14%	1%	1.6	-5
CCOc1ccccc1N1CCN(C(=O)c2cc(-c3cccnc3)nc3c(Cl)cccc23)CC1
→ -0.6	9	1%	-17%	2%	-3%	4%	-0.4	1
COc1ccc(NC(=O)c2ccccc2SC)cc1OC
→ 0.3	8	-4%	-14%	-8%[57.1 µM]	4%	6%[57.1 µM]	-0.4	-1
COc1cccc(C(=O)NCC2CCCN(C(=O)c3ccc(C=O)cc3)C2)c1OC (stereo not drawn)
→ 0.3	-24	-8%	2%	-9%	-1%	-11%	-0.2	-4
O=C(COCc1cc(-c2cccs2)on1)NCc1cccc(Cl)c1
→ 0.2	/	5%	-12%	-4%	6%	-21%	-0.2	-3
CC(=O)Nc1ccc(OCC(O)Cn2c(C(C)C)nc3ccccc32)cc1 (stereo not drawn)
→ 0.1	4	0%	-9%	10%[57.1 µM]	-13%	10%	0.3	1
COc1ccc(Br)cc1S(=O)(=O)Nc1ncccc1C
→ -1.7	-9	8%	-17%	13%	6%	33%	-1.8	12
CCOC(=O)C(=O)N/N=C/c1ccc(F)cc1
→ 0.2	-12	-18%	-3%	4%[57.1 µM]	7%	26%[57.1 µM]	-0.6	-5
CCOCCCNC(=O)c1cc2c(s1)-c1ccccc1SC2
→ 0.0	/	0%	-19%	10%	-5%	7%	/	-3
O=C(Nc1nncs1)c1cccc(S(=O)(=O)N2CCCC2)c1
→ -1.3	1	4%	-3%	6%[57.1 µM]	-3%	0%[57.1 µM]	0.0	0
COc1nc(-c2ccccc2)ccc1-c1noc(-c2cccs2)n1
→ /	/	?	-27%	25%	-5%	27%	/	/
COc1cc(Cl)c(C)cc1NC(=O)c1cc2c(s1)-c1c(C)cccc1OC2
→ -0.4	/	10%	2%	15%	20%	6%	/	-17
CCN(CC)c1ccc(S(=O)(=O)N2CCOCC2)cc1NC(=O)COC(=O)/C=C/c1ccccc1
→ /	/	-6%	-28%	-11%	-9%	-4%	/	/
O=C(Nc1ccc(O)c(-c2nc3ccccc3s2)c1)c1cc(=O)c2ccccc2o1
→ 0.3	-32	5%	-6%	-12%	0%	-9%	0.4	5
CN1CCCCCC1=Nc1ccc([N+](=O)[O-])cc1
→ /	/	0%	10%	4%[57.1 µM]	3%	6%[57.1 µM]	/	/
CCOc1ccc(NC(=O)CCC(=O)NNC(=O)c2ccco2)cc1
→ -0.2	14	4%	-12%	-4%[57.1 µM]	1%	9%[57.1 µM]	2.0	-7
Cc1ccc(CCNC(=O)C(CC(C)C)NS(=O)(=O)c2ccc3c(c2)oc(=O)n3C)cc1 (stereo not drawn)
→ 0.4	/	2%	-16%	7%	-3%	40%[activator]	-0.2	2
CC(=O)NO
→ /	/	1%	-25%	4%	11%	34%	/	/
CCOC(=O)[C@H]1CCC[C@@H](NS(=O)(=O)c2ccc(NC(C)=O)cc2)C1
→ -0.3	-3	1%	-8%	12%[57.1 µM]	-1%	31%[activator][57.1 µM]	0.3	-1
COc1ccc(C(=O)/C=C/C(=O)N(CC(=O)NC2CCCCC2)Cc2ccccc2)c(O)c1
→ -2.3	-2	11%	-11%	8%	8%	3.2µM*	-0.4	8
COc1ccc(C(=O)COC(=O)C(O)c2ccccc2)c(OC)c1 (stereo not drawn)
→ /	/	4%	-24%	9%	0%	23%	/	/
C/C=C/c1ccc(Oc2nnnn2-c2ccc(C(N)=O)cc2)c(OC)c1
→ -1.5	-16	11%	-4%	3%[57.1 µM]	4%	10%	0.8	13
CC(C)C(=O)N1CCN(c2ccc(NC(=O)c3ccc([N+](=O)[O-])o3)cc2)CC1
→ 1.5	20	0%	-15%	-7%	17%	7%[57.1 µM]	-1.6	-1
O=C(c1ccccc1)C1C(=O)c2ccccc2C1=O
→ -0.1	-6	-17%	-11%	-20%	5%	?	0.1	-5
CCOc1ccc(NC(=O)c2nn(-c3ccc(OC)cc3OC)c(=O)c3ccccc23)cc1
→ 0.9	1	/	/	/	/	/	1.6	-6
Cc1cccc(N/C=C/c2onc(C)c2[N+](=O)[O-])c1
→ 7.7	2	47%[activator]	-18%	11%	10%	35%	3.7	-2
COc1ccc(-c2nc(=S)n3ccsc3n2)cc1OC
→ -1.0	15	1%	-12%	-7%[57.1 µM]	5%	8%[57.1 µM]	-0.3	1
CC1(C)CC(=O)C(C=Nc2ccccc2C(=O)O)=C(O)C1
→ 0.9	-6	4%	-9%	-18%	-1%	-12%	1.2	-7
COCCNC(=O)Cn1nc(C)c2ccccc2c1=O
→ -0.1	-9	-7%	-16%	1%	1%	-8%	0.1	20
CCC(=O)Nc1cc(C(F)(F)F)ccc1N1CCCC1
→ 0.6	/	-8%	-18%	8%[57.1 µM]	22%	8%	/	-8
COc1nc(OC)nc(Oc2ccc(Cl)cc2[N+](=O)[O-])n1
→ -0.4	/	-5%	-6%	-18%	-2%	-35%	/	19
COc1ccc(/C=C/c2c(-c3ccc(OC)cc3)sc3cc(OC)c(OC)cc23)cc1
→ /	/	-3%	-28%	1%	12%	3%	/	/
Cc1cc(C)c(S(=O)(=O)Nc2ccc3[nH]c(=O)[nH]c3c2)c(C)c1
→ 0.4	8	-3%	-10%	-1%	11%	2%	2.5	4
CC(Sc1nc(N)cc(N)n1)C(=O)Nc1ccc(N2CCOCC2)cc1 (stereo not drawn)
→ -0.5	10	4%	-23%	4%	9%	13%	1.1	-5
C[C@H](CO)N1C[C@H](C)[C@@H](CN(C)S(=O)(=O)c2ccccc2)Oc2ccc(NC(=O)Cc3ccccc3)cc2C1=O
→ /	/	-2%	-20%	1%	-28%	2%	/	/
CN(C(=S)NC1=CCS(=O)(=O)C1)C1CCCCC1
→ -0.6	/	-2%	-11%	-1%	3%	-3%	/	4
COCCCNC(=O)Cn1cc(C(=O)C2CC2)c2ccccc21
→ 0.2	29	8%	-12%	3%	2%	21%	0.5	-5
Cc1cccc(-c2nc(C#N)c(N3CCC(C)CC3)o2)c1
→ 1.3	15	-1%	-18%	-6%	4%	-5%	0.3	-2
NC(=O)C1CCN(C(=O)c2ccc(-c3ccccc3)cc2)CC1
→ 0.2	-9	-8%	-6%	-2%	-1%	-3%	0.6	-7
O=C(NCc1ccco1)c1ccc(N2CCCCC2)c([N+](=O)[O-])c1
→ -0.2	-2	-2%	-12%	7%[57.1 µM]	-8%	10%[57.1 µM]	-0.1	6
CCOCCCNC(=O)C(c1ccc(C)cc1)N(Cc1ccc2c(c1)OCO2)C(=O)c1ccccc1O (stereo not drawn)
→ -0.2	/	1%	-4%	1%	-2%	4%	0.3	-5
Cc1ccccc1-c1noc(N)c1C#N
→ 0.3	13	?	-26%	2%	14%	-18%	-0.3	-4
O=C(NNC(=O)c1ccccc1-c1ccccc1C(=O)O)c1cccc([N+](=O)[O-])c1
→ -0.3	3	-10%	-15%	-20%[57.1 µM]	6%	12%[57.1 µM]	0.2	3
